# Screens (PubChem)
# proKLK7 act: activators of human kallikrein-7 zymogen | P49862 | purified proKLK7, EDANS-DABCYL substrate fluorescence; 100% is mature enzyme control, 0% vehicle | activation, % at 7 µM | 370,000 tested, 0.9% active;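 active = activation above the mean of all tested compounds plus 3 SD, computed per campaign excluding outliers beyond control limits, cut at about 13% in these data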
# Target sequence (P49862 whole entry, looked up): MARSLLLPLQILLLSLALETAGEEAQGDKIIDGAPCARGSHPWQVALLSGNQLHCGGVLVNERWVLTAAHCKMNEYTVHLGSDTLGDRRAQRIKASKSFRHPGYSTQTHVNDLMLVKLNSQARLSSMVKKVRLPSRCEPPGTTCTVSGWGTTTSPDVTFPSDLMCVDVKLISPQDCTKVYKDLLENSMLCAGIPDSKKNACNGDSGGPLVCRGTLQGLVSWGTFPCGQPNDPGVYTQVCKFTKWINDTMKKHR
# rCAG binder: r(CAG) repeat RNA binding | TO-PRO-1 dye displacement fluorescence | inhibition, % at 3 µM | 370,000 tested, 1.3% active;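 active = inhibition above the plate cutoff, the mean of all test compounds on that plate plus 3 SD, cut at about 35% in these data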;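 also: 0% = DMSO alone and 100% = 100 µM mitoxantrone as full dye displacement; higher means more dye released from RNA so lower well fluorescence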
# ARFGAP1 inhibitor: inhibits rat ARF GTPase activating protein 1. inhibition, % at 16.5 µM. Arfgap1-stimulated ARF1 GTP hydrolysis, GDP FP detection. 360,000 tested, 0.26% active. Q62848;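 active = inhibition above a per-plate limit, mean inhibition of low control wells plus 3 SD, cut at about 25% in these data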;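 also: 0% = DMSO wells with enzyme and 100% = wells lacking Arfgap1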
# Target sequence (Q62848 1-136 limits assumed): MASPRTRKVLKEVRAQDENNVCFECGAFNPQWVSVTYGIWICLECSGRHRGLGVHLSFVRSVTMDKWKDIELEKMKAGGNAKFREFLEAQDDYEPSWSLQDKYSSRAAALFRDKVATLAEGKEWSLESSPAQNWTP
#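 Material: rat Arfgap1 catalytic domain, aa 1-136; also added: human ARF1(Δ1-17)-GTP substrate; compound dosing: one concentration, 16.5 µM, DMSO 1.26%; incubation: GTP hydrolysis reaction 2 h at 25 °C; measured by: Tracer-displacement fluorescence polarization with EDTA stop, 620/688 nm; evaluation: % inhibition from polarization; repeats: one replicate per compound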
# ASAP1 inh: ASAP1 ArfGAP inhibition; 360,000 tested, 0.19% active; AID 624377; Q9ULH1; inhibition, % at 16.5 µM; ASAP1-stimulated ARF1 GTP hydrolysis, GDP FP detection; in the data active = inhibition above about 25%;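 also: 0% = vehicle with enzyme and substrate and 100% = no enzyme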
# NPR1 activator: GC-A (human) enzyme activation; HEK293 GC-A cells, cGMP TR-FRET, EC30 ANP; 0% at EC30 ANP, 100% saturating ANP; activation, % at 10 µM; 370,000 tested, 0.14% active; AID 1671463; in the data active = activation above about 40%
# FXN GAA850 act: increases GAA850 frataxin promoter reporter activity; activation, % at 6 µM; 360,000 tested, 0.56% active; HEK293 lucGAA850 FXN promoter luciferase reporter, 24 h; percent of 10 µM SAHA response; AID 540364;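 active = activation above the average of all compounds screened plus 3 SD, cutoff fixed separately per campaign, cut at about 7.5% in these data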;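 also: 0% = DMSO wells and 100% = 10 µM SAHA wells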
# Tn6 DDE FP: inhibitors of Tn6 peptide binding to human fibrin DD(E). P02675. Fibrin DD(E) TRITC-Tn6 fluorescence polarization displacement. inhibition, % at 8.3 µM. 370,000 tested, 0.21% active. AID 720509;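 active = inhibition above a per-campaign cutoff: mean of compounds within control limits plus 3 SD, cut at about 15% in these data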;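 also: 0% = median of all compound wells on the plate and 100% = blocking peptide control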
# sPLA2-III inh: Inhibits HGIII-sPLA2 liposome hydrolysis, primary screen; Q9NZ20; QFRET BODIPY PC-A2 liposome hydrolysis, fluorescence; inhibition, % at 12.2 µM; 370,000 tested, 0.56% active;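 active = inhibition above mean plus 3 SD of compounds lying within the high and low control bounds, cut at about 19% in these data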;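 also: 0% = median of test compound wells and 100% = no enzyme DMSO wells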
# ADAM10 inh: inhibitors of human ADAM10. recombinant ADAM10, EDANS/DABCYL FRET peptide cleavage, 3 h. inhibition, % at 7 µM. 370,000 tested, 0.62% active;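 active = inhibition above a per-campaign cutoff equal to the mean of compounds falling between control-based bounds plus 3 SD, cut at about 20% in these data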;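 also: 0% = DMSO wells while the 100% control is not disclosed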
# Target sequence (O14672 214-748 limits assumed): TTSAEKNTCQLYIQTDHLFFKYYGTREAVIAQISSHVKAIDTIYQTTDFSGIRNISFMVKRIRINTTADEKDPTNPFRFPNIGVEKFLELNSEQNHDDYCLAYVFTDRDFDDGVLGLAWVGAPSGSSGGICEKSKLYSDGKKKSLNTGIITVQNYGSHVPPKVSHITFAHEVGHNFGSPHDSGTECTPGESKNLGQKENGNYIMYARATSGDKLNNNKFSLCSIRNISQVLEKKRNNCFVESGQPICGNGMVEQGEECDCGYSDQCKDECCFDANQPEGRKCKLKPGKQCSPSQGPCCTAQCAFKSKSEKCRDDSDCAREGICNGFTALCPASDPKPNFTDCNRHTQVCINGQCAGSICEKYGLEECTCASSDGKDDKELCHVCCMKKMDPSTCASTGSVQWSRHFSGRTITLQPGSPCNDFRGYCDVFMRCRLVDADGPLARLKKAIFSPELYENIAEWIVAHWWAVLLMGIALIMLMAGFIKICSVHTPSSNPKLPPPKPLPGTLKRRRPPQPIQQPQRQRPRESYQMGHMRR
# NPR2 activator: GC-B (human) receptor activation. P20594. HEK293-GC-B cells, CNP EC30, cGMP TR-FRET; 0% at EC30 CNP, 100% saturating CNP. activation, % at 10 µM. 370,000 tested, 0.11% active;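 active = activation at 10 µM reaching about 35% in either raw or pattern-adjusted values, limit read from the data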
# An asterisk follows results filed as active; / = not tested or not shown.
SMILES,proKLK7 act,rCAG binder,ARFGAP1 inhibitor,ASAP1 inh,NPR1 activator,FXN GAA850 act,Tn6 DDE FP,sPLA2-III inh,ADAM10 inh,NPR2 activator
CC1(NC(=O)CCNC(=O)c2ccc(C(C)(C)C)cc2)CCS(=O)(=O)C1 (configuration not stated),0.0,0,3,-11,3,-1.3,-5,7,-8,3
CCCC(=O)C1C(=O)CC(C)(C)C(c2cc(C)no2)C1=O (configuration not stated),-0.4,0,-8,-6,3,0.5,0,3,-5,8
CCS(=O)(=O)c1nc(S(=O)(=O)c2ccc(C)cc2)c(N2CCCCCC2)s1,0.1,4,5,5,-3,2.0,3,6,3,-5
CCC(C)NC(=O)CNC(=S)N(CCCN1CCOCC1)Cc1cccs1 (configuration not stated),-0.2,-5,5,8,-2,2.8,0,3,0,-1
O=C(O)/C(=C\c1ccc(-c2ccccc2[N+](=O)[O-])o1)c1ccccc1,4.1,19,3,-1,-2,3.3,0,-7,-63,7
O=C(NCCC(NS(=O)(=O)OCC(Cl)(Cl)Cl)c1ccccc1)C(F)(F)F (configuration not stated),0.0,-3,6,6,-2,1.9,8,-4,8,1
CCN(CCn1cccn1)C(=O)CC1C(=O)NCCN1Cc1ccc(F)c(F)c1 (configuration not stated),0.9,-2,7,5,-1,-0.8,6,10,-14,4
Cc1cccc(/C=N/NC(=O)C[n+]2ccccc2)c1,-0.2,2,2,2,4,1.1,5,11,-2,0
Cc1ccccc1Cn1c(=O)sc2ccccc2c1=O,-0.1,-2,5,-14,-3,1.1,0,-5,12,0
COCCNc1nc(NCCN2CCNC2=O)c2sccc2n1,-0.5,0,-5,-10,1,0.5,12,2,-12,0
COc1ccc(NC(=O)CSc2nc3ccccc3nc2N2CCCC2)cc1Cl,0.5,6,5,4,-4,1.7,-1,-2,-21,-5
CC1CCCCN1S(=O)(=O)c1ccc(C(=O)N(CCCN(C)C)c2nc3cc4c(cc3s2)OCO4)cc1 (configuration not stated),0.8,-5,5,3,-3,-1.3,4,-9,-3,2

# Record cards (already shown).
# `CCS(=O)(=O)c1nc(S(=O)(=O)c2ccc(C)cc2)c(N2CCCCCC2)s1` is listed with proKLK7 act = 0.1; rCAG binder = 4; ARFGAP1 inhibitor = 5; ASAP1 inh = 5; NPR1 activator = -3; FXN GAA850 act = 2.0; Tn6 DDE FP = 3; sPLA2-III inh = 6; ADAM10 inh = 3; NPR2 activator = -5
# `COCCNc1nc(NCCN2CCNC2=O)c2sccc2n1` is listed with proKLK7 act = -0.5; rCAG binder = 0; ARFGAP1 inhibitor = -5; ASAP1 inh = -10; NPR1 activator = 1; FXN GAA850 act = 0.5; Tn6 DDE FP = 12; sPLA2-III inh = 2; ADAM10 inh = -12; NPR2 activator = 0

# (listing goes on)
SMILES,proKLK7 act,rCAG binder,ARFGAP1 inhibitor,ASAP1 inh,NPR1 activator,FXN GAA850 act,Tn6 DDE FP,sPLA2-III inh,ADAM10 inh,NPR2 activator
Cc1ccc2nc(-c3ccccc3)c(Cc3cccc(Cl)c3)n2c1,-0.4,12,-8,-15,-4,/,10,-11,-46,-4
Cc1cnnn1-c1cccc([N+](=O)[O-])c1,-0.7,0,17,-7,-3,1.3,4,3,-3,3
Cc1cccc(NC(=O)C2CC(=O)N/C(=N/N=C/c3ccco3)S2)c1 (configuration not stated),-0.5,9,3,2,-7,-2.5,2,2,-3,-8
CC(C)(O)C(=O)NNC(=S)Nc1ccc(F)c(Cl)c1,0.2,0,-4,-10,2,2.9,5,15,1,-1
CSc1nc(N)nc(SCC(=O)c2ccc(C)cc2)c1C#N,1.1,8,6,-10,-8,4.0,13,-9,-2,-2
Cc1nc(SCC(=O)c2ccccc2)c([N+](=O)[O-])[nH]1,-0.5,4,2,-8,-3,3.5,5,-10,1,-4
Cc1cccc(C(=O)OCC(=O)NC(C)C2CC3CCC2C3)c1O (configuration not stated),0.6,-2,2,-4,-2,0.9,-8,-9,0,-5
Cc1cccc(-c2nc3ccccc3c(=O)[nH]2)c1,-0.3,2,-4,0,-2,2.5,0,10,-11,-3
COc1cccc(S(=O)(=O)Nc2ccc(C(=O)NCc3ccco3)cc2)c1,-0.4,9,-13,-1,1,1.8,-1,-20,9,3
O=C1NC[C@H](CCCCN2C[C@H](Cc3ccccc3)N(CCc3ccc(O)cc3)C(=O)C2=O)N(CCc2ccc(O)cc2)C1=O,-0.2,0,-4,2,4,/,-3,3,-15,2
Cc1cc(Br)ccc1NC(=O)CN(C)C(=O)C1=COCCO1,0.1,-1,4,7,3,-0.6,2,-1,-3,2
CCOC(=O)CCc1c(C)n[nH]c1C,-0.7,-2,13,10,-2,-0.2,7,10,-10,0
CCOc1cc(C2CC(=O)NC3=C2C(=O)C(C(=O)OC)C(C)C3)cc(Br)c1O (configuration not stated),-0.3,4,9,-3,-5,-3.0,9,1,-5,2
CC1CCCN(Cc2nc3c(c(=O)n(C)c(=O)n3C)n2CCc2ccccc2)C1 (configuration not stated),0.0,0,18,-9,-3,0.8,-3,7,5,-1
O=C(CSc1nc(-c2cccs2)cc(C(F)(F)F)n1)NCc1ccccc1,0.6,5,0,1,0,-2.7,4,-7,-114,1
CC(C)C(=O)O/N=C(\N)c1ccc(Oc2ccc(Cl)cc2)c([N+](=O)[O-])c1,-0.1,1,1,-9,5,3.5,6,7,7,-4
CCc1ccc(S(=O)(=O)Nc2ccc(Br)cn2)cc1,-0.2,10,0,-7,0,-0.9,6,0,-4,6
O=C(NNC(=S)Nc1ccccc1)c1ccc(O)cc1,-0.1,-4,8,2,-2,4.3,2,11,-7,0
OCCNc1cnc2ccccc2n1,2.1,0,-2,-12,-2,4.9,12,0,-348,6
COc1cc(NC(=O)CC(C)S(=O)(=O)c2ccc3c(c2)NC(=O)CO3)cc(OC)c1OC (configuration not stated),0.0,-3,3,6,2,0.5,1,7,-10,1
Cc1ccc(C(=O)N/C(=C/c2ccc(-c3cc(C(F)(F)F)ccc3Cl)o2)C(=O)NCc2cccnc2)cc1,-4.9,3,-1,-10,-2,2.2,-3,-7,-20,1
COc1ccccc1C1/C(=C(/O)c2ccc(OC(C)C)cc2)C(=O)C(=O)N1c1cc(C)on1 (configuration not stated),0.5,16,4,-11,-6,-1.3,4,-6,-3,-2
O=C(NC(=S)Nc1ccc2[nH]c(=O)[nH]c2c1)c1cncc(Br)c1,0.0,1,9,-7,-1,0.1,7,2,2,-1
c1ccc2c(c1)-c1nc3ccccc3cc1C2N1CCOCC1 (configuration not stated),-0.2,1,-1,-1,-3,2.5,1,4,-8,-1
COC(=O)C1CN(C2CCCC2)CCS(=O)(=O)N1Cc1ccc(OC)cc1 (configuration not stated),-0.3,2,/,/,-1,/,2,-2,-2,1
CCCn1c(SCCc2ccccc2)nc2c1c(=O)[nH]c(=O)n2C,0.3,-2,3,-1,4,4.5,-7,-1,6,3
Cn1c(SCc2nnc(-c3ccccc3Br)o2)nc2sc3c(c2c1=O)CCC3,0.1,5,10,10,2,-1.0,-1,3,10,-1
CCCN(CC(=O)Nc1ccc(F)c(F)c1F)C(=O)CN1C(=O)NC2(CCCCC2)C1=O,-0.4,0,-1,1,0,-1.2,9,4,-2,2
O=C(COC(=O)c1cccnc1Cl)c1ccccc1,-0.1,1,-1,-3,8,3.7,3,10,19,-4
CCCCCC(=O)c1c(C)[nH]c(C(=O)OCC)c1C,0.0,-3,7,8,0,5.0,0,1,0,4
C=CCc1cccc2cc(C(=O)NCc3ccc(C(=O)OCC)o3)c(=O)oc12,-2.1,6,-1,-12,-3,-2.6,-4,9,-36,3
CCC1Oc2ccc(C)cc2N(CC(=O)NCCN2C(C)CCCC2C)C1=O (configuration not stated),-0.3,-6,1,0,-3,5.2,-5,2,-10,-4
CC1CCc2nn(CC(=O)NCc3ccc4c(c3)OCO4)cc2C1 (configuration not stated),-0.2,-1,8,6,1,-0.7,2,4,-12,-4
CN1C=CC=C/C1=C1\SC(=S)N(N)C1=O,-0.1,0,8,7,-7,0.2,3,2,3,1
COc1ccc(C(=O)c2c(C)oc3ccc(O)cc23)cc1,-0.4,1,14,3,0,0.7,-7,-5,-5,3
O=C(COC(=O)c1ccc([N+](=O)[O-])cc1)Nc1ccc(Cl)cn1,-1.2,4,-3,-13,1,-0.4,-7,10,-1,1
COC(=O)c1cc(Cl)c(NC(=O)c2ccc(F)cc2)cc1OC,0.4,2,1,15,0,2.9,-3,8,-5,-2
CCOc1ccc(N(C(C)C(=O)Nc2cccnc2)S(C)(=O)=O)cc1 (configuration not stated),-0.2,-4,2,6,-1,1.1,-1,11,9,-3
COc1ccc(S(=O)(=O)NCC(=O)N(CC(=O)NCC2CCCO2)Cc2ccccc2)cc1 (configuration not stated),-0.1,-2,4,3,4,-0.6,0,9,-3,-3
COc1cc([N+](=O)[O-])ccc1NC(=O)Nc1nc2c(s1)CCCC2,-0.6,16,1,-5,1,2.1,0,10,-3,-7
CC(C(=O)NCc1ccccn1)N1C(=O)c2ccccc2C1=O (configuration not stated),0.1,0,9,-15,-1,1.7,-2,0,1,2
CCN(CC)S(=O)(=O)c1ccc2c(c1)nc(SCC(=O)N1CCCCCC1)n2-c1ccc(OC)cc1,0.4,2,-5,6,-1,1.8,5,-14,15,0
O=C1CC(N(CCc2ccccc2)C(=S)Nc2ccccc2)C(=O)N1c1ccc(Br)cc1 (configuration not stated),-0.2,23,13,11,-6,-1.4,-1,-47,35*,-4
Cc1c(C(=O)NCc2ccoc2)oc2ccc3c(c12)C(=O)CC(C)(C)O3,0.3,0,7,-1,11,-3.1,9,-8,-222,19
O=C(COC(=O)C1CCN(S(=O)(=O)c2ccc3c(c2)OCCO3)CC1)Nc1ccc(C(F)(F)F)cc1,0.2,2,1,-7,3,2.5,1,-37,13,-1
COc1ccccc1Cn1c(C)c(C(=O)NCCC#N)sc1=O,0.3,-2,8,-2,4,-1.7,3,13,-10,3
Cc1ccc(S(=O)(=O)N2CCOC2CNC(=O)C(=O)NCCN(C)C)cc1 (configuration not stated),-0.2,-1,1,-1,1,0.6,-1,5,-7,2
O=C(C1CCCN(Cc2nc(-c3ccc(Cl)cc3)no2)C1)N1CCOCC1 (configuration not stated),0.0,-8,7,2,6,1.0,1,-9,-4,4

# Some of these compounds in order of the ARFGAP1 inhibitor value, descending.
compound	ARFGAP1 inhibitor
Cc1c(C(=O)NCc2ccoc2)oc2ccc3c(c12)C(=O)CC(C)(C)O3	7
COc1ccc(S(=O)(=O)NCC(=O)N(CC(=O)NCC2CCCO2)Cc2ccccc2)cc1 (configuration not stated)	4
CCN(CC)S(=O)(=O)c1ccc2c(c1)nc(SCC(=O)N1CCCCCC1)n2-c1ccc(OC)cc1	-5

# Continued:
SMILES,proKLK7 act,rCAG binder,ARFGAP1 inhibitor,ASAP1 inh,NPR1 activator,FXN GAA850 act,Tn6 DDE FP,sPLA2-III inh,ADAM10 inh,NPR2 activator
CC(C)NC(=S)NC(=O)/C=C/c1cccc2ccccc12,-0.3,2,-3,12,-8,0.8,-2,-2,-6,-19
CC(C)n1nnnc1SCC(=O)N1CCN(C(=O)c2ccco2)CC1,-0.1,1,2,-6,-1,-0.8,-8,10,-8,1
N=C(N)n1ncc2c1CCCC2=O,-0.5,2,3,-1,-3,/,-8,15,-8,-2
O=C(Cc1ccccc1)Nc1ccc(NC(=O)c2ccccc2)c(Cl)c1,-0.5,6,11,2,2,-1.8,3,-11,-7,4
